UGM FP inh = M. tuberculosis UGM enzyme inhibitors, primary screen, biochemical, fluorescence polarization, single point; 320,000 tested, 0.06% active; purified UGM, fluorescence polarization probe displacement; UDP-galactopyranose mutase (Mycobacterium tuberculosis (strain ATCC 25618 / H37Rv)), …; inhibition, % at 10 µM; in the data active means inhibition above about 10%, passing the limit was not always enough; inconclusive means no clear call, values can overlap the other calls
Target sequence (P9WIQ1 whole entry, looked up): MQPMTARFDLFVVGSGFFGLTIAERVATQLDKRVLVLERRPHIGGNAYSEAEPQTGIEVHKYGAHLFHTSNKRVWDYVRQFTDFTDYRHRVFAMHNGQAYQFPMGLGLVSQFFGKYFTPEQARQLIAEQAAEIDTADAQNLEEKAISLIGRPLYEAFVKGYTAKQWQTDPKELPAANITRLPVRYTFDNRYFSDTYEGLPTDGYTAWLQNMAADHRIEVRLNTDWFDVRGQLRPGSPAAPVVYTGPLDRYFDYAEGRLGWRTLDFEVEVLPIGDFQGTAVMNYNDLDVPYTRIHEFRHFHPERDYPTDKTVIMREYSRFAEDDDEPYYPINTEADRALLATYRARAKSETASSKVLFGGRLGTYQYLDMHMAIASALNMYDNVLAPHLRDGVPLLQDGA
BioA inh = M. tuberculosis BioA enzyme inhibitors, primary screen, biochemical, plate reader, single point, HTS. purified M. tuberculosis BioA enzyme. inhibition, % at 9.99 µM. 360,000 tested, 0.096% active. AID 602481, 2012; in the data active means inhibition above about 40%; inconclusive means no clear call, values can overlap the other calls
PrPC surface inh = inhibitors of human cell surface prion protein PrPC, primary screen, cell-based, TR-FRET; Major prion protein (Homo sapiens), P04156; TR-FRET read-out; 370,000 tested, 0.43% active; inhibition, % at 13.8 µM; in the data active means inhibition above about 24%; further: 0% = median of the test wells and 100% = reference compound wells
MazF activator = activators of E. coli MazEF toxin-antitoxin RNase, primary screen, biochemical, fluorescence, uHTS | FAM/BHQ RNA-DNA oligo cleavage fluorescence, 5 h | 350,000 tested, 0.32% active | activation, % at 20 µM | Endoribonuclease toxin MazF (Escherichia coli (strain K12)), P0AE70; in the data active means activation above about 50%
Target sequence (P0AE70 whole entry, looked up): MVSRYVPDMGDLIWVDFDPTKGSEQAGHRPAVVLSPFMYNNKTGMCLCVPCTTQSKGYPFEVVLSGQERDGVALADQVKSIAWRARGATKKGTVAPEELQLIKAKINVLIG
FBA Mtb inh = Mtb FBA enzyme inhibitors, primary screen, biochemical, fluorescence, strain H37Rv; purified M. tuberculosis FBA, fluorescence read-out; inhibition, % at 1 µM; 360,000 tested, 2.3% active; AID 588726, 2011; in the data active means inhibition above about 27%;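 further: 0% = vehicle and 100% = reference inhibitor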
FadD28 FP inh = inhibitors of FadD28 bisubstrate probe binding, primary screen, biochemical, fluorescence polarization, single point; 360,000 tested, 0.22% active; Mycobacterium tuberculosis FadD28 fatty-acid-AMP ligase; inhibition, % at 12.5 µM; in the data active means inhibition above about 8.5%, passing the limit was not always enough; inconclusive means no clear call, values can overlap the other calls
BoNT F protease = BoNT/F light chain protease inhibitors, primary screen, biochemical, flow cytometry, MLPCN library; Botulinum neurotoxin type F light chain protease (Clostridium botulinum); Multiplex microsphere protease cleavage assay; inhibition, % at 10 µM; 360,000 tested, 0.22% active; in the data active means inhibition above about 35%, passing the limit was not always enough; inconclusive means no clear call, values can overlap the other calls; further: plate controls were buffer without enzyme for full effect and enzyme alone for no effect
Rv3671c protease = Rv3671c serine protease inhibitors, primary screen, biochemical, fluorescence polarization, M. tuberculosis H37Rv. inhibition, % at 5.96 µM. 320,000 tested, 0.048% active. P9WHR9; in the data active means inhibition above about 38%;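 further: extracellular domain of Rv3671c used as enzyme; 0% = enzyme with DMSO and 100% = no enzyme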
Target sequence (P9WHR9 whole entry, looked up, the tested form may be a part): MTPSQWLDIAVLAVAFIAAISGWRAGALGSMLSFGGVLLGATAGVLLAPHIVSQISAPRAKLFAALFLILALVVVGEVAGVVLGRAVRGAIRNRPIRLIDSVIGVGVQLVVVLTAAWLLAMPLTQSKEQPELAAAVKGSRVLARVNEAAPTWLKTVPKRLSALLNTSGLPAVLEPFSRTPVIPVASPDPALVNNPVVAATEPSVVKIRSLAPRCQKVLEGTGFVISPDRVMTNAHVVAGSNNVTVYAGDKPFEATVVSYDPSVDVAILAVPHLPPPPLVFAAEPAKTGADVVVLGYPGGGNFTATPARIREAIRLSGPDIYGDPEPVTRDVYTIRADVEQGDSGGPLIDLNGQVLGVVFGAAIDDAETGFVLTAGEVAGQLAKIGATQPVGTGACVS
GDH-TPI inh = GDH-TPI coupling enzyme inhibitors, primary screen, artefact control for M. tuberculosis FBA inhibitor project, biochemical, absorbance, full deck | GDH-TPI coupled enzyme counterscreen, NADH absorbance | inhibition, % at 4.8 µM | 360,000 tested, 1.2% active | AID 588335, 2011; in the data active means inhibition above about 30%;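 further: 0% = DMSO wells and 100% = wells lacking the enzyme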
Numbers without * were called inactive; ? = inconclusive; . = not tested or not shown; + = active, no number. Compounds were not picked by outcome (roughly 4.8% active in at least one column).

SMILES,UGM FP inh,BioA inh,MazF activator,FadD28 FP inh,FBA Mtb inh,GDH-TPI inh,BoNT F protease,PrPC surface inh,Rv3671c protease
CC(C)C[C@@H](CC#N)N1CCN(Cc2ccccc2)CCC1=O,1.0,1.2,2,-1.4,-1,3,-8,-9,7
CCCn1nc2ccccc2c1P(=O)(N1CCOCC1)N1CCOCC1,3.4,.,7,-2.0,3,6,-5,-6,0
CCOC(=O)c1ccc(C(=O)NNC(=O)C2CC=CCC2)cc1 (stereo unspecified),-1.5,0.1,3,-1.6,3,11,5,1,-7
COc1ccc(-n2c(SCC(=O)NCC3CCCO3)nc3ccccc3c2=O)cc1Cl (stereo unspecified),.,15,-15,-7.8,-4,3,5,-13,.
Cc1ccc(OCC(O)CN2CC3(C)CC2CC(C)(C)C3)cc1 (stereo unspecified),-0.6,.,-5,-2.3,-1,-5,5,-1,6
Cc1ccc2cc3cc(C(=O)NCCCN4CCCC4)oc3nc2c1,0.9,-0.7,13,-6.6,127*,38*,-4,-20,-5
COc1ccc(NC(=O)Nc2ccc(N3CCOCC3)c3nonc23)c(OC)c1,-0.9,.,28,-4.3,-2,-7,-1,7,5
O=C(NC(=O)c1ccccc1)Nc1ccccc1O,4.6,-0.7,-21,0.3,4,2,-34,3,-17
CCC(Sc1nc(=O)cc(N)n1CCc1ccccc1)C(=O)Nc1ccccc1C#N (stereo unspecified),-1.5,18,-7,-1.9,6,11,2,-1,-2
COc1ccc(C(=O)O)cc1S(=O)(=O)Nc1cc(Cl)ccc1N1CCOCC1,.,-0.1,5,-1.7,-2,-5,-7,4,6
Cc1ccsc1C(=O)Nc1n[nH]c(C(F)(F)F)n1,2.5,-0.7,8,-4.7,2,-6,-2,-4,4
Cc1cc(C)c(C)c(S(=O)(=O)NC(C(=O)O)C(C)C)c1C (stereo unspecified),1.0,-1.2,5,-2.9,1,-8,-7,-2,6
CSc1ccccc1NC(=O)Cn1nnc(-c2ccc(S(C)(=O)=O)cc2)n1,0.3,.,-8,-1.1,0,-3,-3,3,-5
O=C(CCNS(=O)(=O)c1ccccc1C(F)(F)F)NCCCc1ccccc1,.,1.0,5,-0.6,-1,8,-12,9,4
O=C(CSC(=S)N1CCOCC1)Nc1ccc(S(=O)(=O)Nc2ncccn2)cc1,3.2,-1.4,1,-1.5,0,-4,-2,-3,4
COC(=O)c1ccc2c(C)c(C(C)(C)O)[nH]c2c1,1.7,-2.5,-9,1.4,+,19,-13,1,1
CC1CN(Cc2nc3c(c(=O)n(C)c(=O)n3C)n2CCN2CCOCC2)CC(C)O1 (stereo unspecified),.,-1.4,-6,-1.0,1,-3,27,-2,.
N/C(=N\S(=O)(=O)c1ccc(Cl)s1)c1ccccc1,2.3,1.9,4,-4.9,0,0,7,6,6
Cc1ccc(CCNC(=O)C2CCN(S(=O)(=O)N3CCOCC3)CC2)cc1,2.7,-1.5,7,0.2,0,9,-2,7,-4
CC1CCCCC1NC(=O)/C(C#N)=C/c1ccc(OCC(N)=O)cc1 (stereo unspecified),0.0,3.9,2,0.1,0,28,-4,3,0
N#CC1(NC(=O)COc2ccc3oc4ccccc4c3c2)CCCCC1,-1.0,.,7,-3.6,0,11,-5,-5,11
COc1ccc(NC(=S)N2CCCCC2c2cccnc2)cc1 (stereo unspecified),-1.0,0.0,12,-0.9,5,-2,0,7,1
N#CCCN1CCN(Cc2cc(-c3ccccc3)ccc2O)CC1,2.2,-0.3,-10,-0.3,1,2,-4,-3,-4
CC1=C(C(=O)OCC(Cl)(Cl)Cl)N2C(=O)C(NC(=O)Cc3ccccc3)C2SC1 (stereo unspecified),0.4,0.7,1,-1.7,-1,5,4,2,-2
COc1ccc(/C=C(\NC(=O)c2ccc([N+](=O)[O-])cc2)C(=O)NCCCn2ccnc2)cc1,0.6,0.5,8,-2.1,1,-5,0,-28,-4
CN(CC(=O)Nc1ccc(N2CCOCC2)cc1)C(=O)CCc1cc(C(C)(C)C)c(O)c(C(C)(C)C)c1,1.3,-1.2,0,0.3,-3,-4,13,-6,9
CCOC(=O)c1c(-c2cccs2)csc1NC(=O)CCCC(=O)O,-0.3,0.3,-1,-5.5,3,-1,-7,1,-4
CC1CC1C(=O)OCC(=O)NC(=O)NCc1ccco1 (stereo unspecified),-2.5,-0.4,0,-3.6,-10,-8,?,4,-1
CC(=O)Nc1c(C(=O)N2CCN(c3ccccn3)CC2)cnn1-c1ccc(C)cc1,2.9,.,0,-2.0,7,1,-11,2,-5
CCOC(=O)C(NC(=O)c1ccccc1Cl)(Nc1sc2c(c1C(N)=O)CCC2)C(F)(F)F (stereo unspecified),.,-1.1,9,-1.1,1,-1,-3,-6,.
O=C(Cn1cncn1)c1ccccc1Br,-1.9,-0.8,-3,-0.9,0,8,-7,3,3
COCCNC(=O)/C(C#N)=C/c1c(N2CCN(c3ccccc3)CC2)nc2ccccn2c1=O,0.6,1.1,-1,-1.7,16,12,-5,-52,2
CC1COc2ccccc2N1S(=O)(=O)c1cc(Cl)ccc1Cl (stereo unspecified),-1.2,-0.4,0,-1.0,-2,8,15,-4,0
COc1cc(O)c(C(CCN2CCN(c3ccccc3)CC2)c2ccc(N(C)C)cc2)c(OC)c1 (stereo unspecified),-0.2,-2.5,2,0.8,2,3,-12,-7,12
CCN(CC)S(=O)(=O)c1ccc(S(=O)(=O)Nc2cc3c(cc2C(C)=O)OCO3)cc1,-1.3,.,1,0.3,4,14,-2,-2,1
Cc1cc(/C=C2/C(=O)NN(c3ccccc3)C2=O)c(C)n1-c1ccc(O)cc1,1.1,.,-4,0.5,-3,16,-4,-21,1
NC(=O)CSc1nnc(-c2ccccn2)n1Cc1ccco1,4.5,4.8,4,-3.6,-2,-5,?,-6,9
O=c1c2c3c(sc2ncn1/N=C/c1ccc(Br)o1)CCCC3,-7.9,0.3,13,0.5,2,12,-11,1,-6
COc1ccc2c(=O)c3c(=O)n(Cc4ccccc4)c(C(C)C)nc3oc2c1,.,-1.3,10,-2.8,1,-5,-20,7,.
CCN1C(=O)[C@H]2[C@@H](c3ccc(-c4ccccc4)cc3)N3CCC[C@@]3(C(=O)OC)[C@H]2C1=O,1.7,-1.4,-1,-1.3,1,16,-1,4,-12
CCOC(=O)C1CCCN(S(=O)(=O)NC[C@H]2O[C@@H](n3cnc4c(N)ncnc43)[C@H](O)[C@@H]2O)C1 (stereo partly specified),-2.3,-0.1,0,0.4,4,7,-9,-2,0
N#CC(C#N)=C(N)c1cccnc1,-0.6,.,2,-2.4,1,0,-5,0,-3
O=C(Nc1ccc2c(c1)oc1ccccc12)c1ccc2c(c1)OCO2,-1.5,-0.5,-17,-2.5,5,16,-1,5,-5
O=C(CN1C(=O)/C(=C\c2cccc(Br)c2)Oc2ccccc21)NCCCN1CCOCC1,-2.0,-1.3,6,-0.7,33*,15,-2,-14,-7
Cc1ccc(CN2CCN(Cc3ccon3)CC2CCO)cc1 (stereo unspecified),-0.5,.,-4,-1.0,0,1,-4,0,-7
CCCOc1ccc(C2/C(=C(/O)c3ccccc3)C(=O)C(=O)N2CCCN(C)C)cc1OC (stereo unspecified),-0.9,-0.5,6,-2.7,0,4,-10,7,-6
O=C(c1cnn2c(C(F)(F)F)cc(-c3ccccc3)nc12)N1CCCCC1c1cccnc1 (stereo unspecified),0.5,.,-3,-0.9,3,2,-3,-11,2
COc1ccc(N2CCN(C(CNC(=O)C(=O)NCc3cccs3)c3ccco3)CC2)cc1 (stereo unspecified),-1.3,.,4,-0.4,-1,-4,-16,-2,4
NS(=O)(=O)c1ccc2nc(NC(=O)c3ccc4ncsc4c3)sc2c1,1.7,-3.0,6,-0.3,4,30,-4,.,-30
CCOC(=O)N1CCC(NC(=O)c2ccc3c(c2)N(Cc2ccc(F)cc2)CCS3)CC1,3.6,-1.9,2,-0.3,71*,5,-3,-2,-1
CCN(CC)C(=O)C1=C(C)N(Cc2ccc(OC)cc2)C(=O)C(CC(=O)NCc2cccs2)C1 (stereo unspecified),.,3.0,2,-2.2,-1,4,-7,9,.
C/C(=N\NC(=O)CSc1nc(C)cc(C)n1)c1ccc2c(c1)OCCO2,2.0,.,14,-1.4,0,-1,-8,7,-1
OCC1(Cc2cccc(C(F)(F)F)c2)CCN(Cc2cc(F)cc(F)c2)CC1,-0.6,0.3,7,-6.7,-4,0,-8,4,0
Cc1ccc(NC(=O)C2CCN(S(=O)(=O)c3ccc4ccccc4c3)CC2)nc1,.,-1.0,-8,-4.0,1,-10,-14,2,.
CNC(=O)c1cc(S(=O)(=O)N2CC(C)OC(C)C2)ccc1N1CCCCC1 (stereo unspecified),.,-1.3,5,-0.1,1,10,3,8,.
c1ccc2c(c1)CCOC2CNCCCN1CCCCC1 (stereo unspecified),.,-1.4,9,-0.6,-3,-4,-6,-7,.
Cc1ccnc(N2CCC(C(=O)NC3CCCCCC3)CC2)n1,2.2,-2.2,0,1.6,7,16,2,-4,-5
C=CCn1c(SCc2ccc3c(c2)OCO3)nc2scc(-c3ccco3)c2c1=O,-3.8,-0.1,-3,1.5,4,1,7,1,3
O=C(NCCOC(=O)c1cccs1)c1cccnc1,-0.9,-1.3,-5,-2.7,-1,7,-2,-4,7

Single records, from the list above. Order of values: UGM FP inh, BioA inh, MazF activator, FadD28 FP inh, FBA Mtb inh, GDH-TPI inh, BoNT F protease, PrPC surface inh, Rv3671c protease
O=c1c2c3c(sc2ncn1/N=C/c1ccc(Br)o1)CCCC3 across the screens: -7.9, 0.3, 13, 0.5, 2, 12, -11, 1, -6
Cc1ccc(NC(=O)C2CCN(S(=O)(=O)c3ccc4ccccc4c3)CC2)nc1 across the screens: ., -1.0, -8, -4.0, 1, -10, -14, 2, .

From PubChem BioAssay
